Screening results (PubChem)
Diaphorase inh = inhibits diaphorase or chemically oxidizes, flagging diaphorase assay artifacts. diaphorase resazurin-to-resorufin fluorescence, NADH, 16 min; bacterial (C. kluyveri) enzyme, not human. inhibition, % at 20 µM. actives 0.69% (n = 190,000);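 active = primary screen inhibition at 20 µM above a set limit, cut at about 50% in these data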;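 note: plate controls were DMSO with full reaction for no effect and wells lacking NADH for full effect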
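System: Bacterial diaphorase enzyme (C. kluyveri) | Incubation: 16-min room-temperature incubation before reading | Benchmarks: No-NADH positive control and DMSO neutral control | Measured by: Resorufin fluorescence 544/590 nm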
S1P3 antagonist = antagonists of human S1P3 receptor; Q99500; CHO S1P3 NFAT-BLA reporter, FRET fluorescence, antagonist mode; inhibition, % at 4.98 µM; actives 0.27% (n = 170,000); AID 485;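 active = inhibition above the plate cutoff, the mean inhibition of test wells on that plate plus 3 SD, cut at about 28% in these data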;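 note: cells challenged with S1P at its EC80 of 0.8 µM; blue over green emission ratio from cleaved BLA substrate after 4 h stimulation; 0% = S1P-stimulated wells and 100% = unstimulated DMSO-only wells; some compounds past the cut are filed as inactive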
Target sequence (Q99500 whole entry, looked up): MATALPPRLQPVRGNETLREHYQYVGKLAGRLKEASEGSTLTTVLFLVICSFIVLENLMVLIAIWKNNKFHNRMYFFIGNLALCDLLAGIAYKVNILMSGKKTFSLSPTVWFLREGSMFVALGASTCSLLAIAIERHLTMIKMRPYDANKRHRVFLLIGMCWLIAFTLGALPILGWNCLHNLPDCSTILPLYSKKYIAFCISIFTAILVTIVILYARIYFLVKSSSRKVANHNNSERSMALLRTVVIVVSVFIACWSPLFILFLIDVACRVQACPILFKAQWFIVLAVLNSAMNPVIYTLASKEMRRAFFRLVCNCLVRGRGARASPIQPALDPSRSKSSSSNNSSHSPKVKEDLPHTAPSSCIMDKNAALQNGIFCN
G6PDH CS = inhibits Leuconostoc G6PDH, flagging false hits in G6PDH-based assays | Purified L. mesenteroides G6PDH, diaphorase/resazurin coupled fluorescence, 45 min | inhibition, % at 5 µM | actives 0.12% (n = 200,000) | AID 1020; in the data active = inhibition above about 50%
PPARg SRC-3 ag = agonists of human PPARgamma SRC-3 coactivator recruitment; P37231; biochemical PPARgamma/SRC-3 coactivator recruitment assay; activation, % at 8 µM; actives 0.26% (n = 200,000); AID 731; in the data active = activation above about 23%;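 note: 0% = DMSO and 100% = reference agonist; some compounds past the cut are filed as inactive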
PMI act = activators of human phosphomannose isomerase. P34949. purified human PMI, coupled resazurin fluorescence, 20 min; stronger effect = higher value; 1 = vehicle control, 0 substrate-free wells. activation factor at 20 µM. actives 0.005% (n = 190,000);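 active = activation factor of 2 or more at 20 µM, relative to plate controls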
Target sequence (P34949 whole entry, looked up): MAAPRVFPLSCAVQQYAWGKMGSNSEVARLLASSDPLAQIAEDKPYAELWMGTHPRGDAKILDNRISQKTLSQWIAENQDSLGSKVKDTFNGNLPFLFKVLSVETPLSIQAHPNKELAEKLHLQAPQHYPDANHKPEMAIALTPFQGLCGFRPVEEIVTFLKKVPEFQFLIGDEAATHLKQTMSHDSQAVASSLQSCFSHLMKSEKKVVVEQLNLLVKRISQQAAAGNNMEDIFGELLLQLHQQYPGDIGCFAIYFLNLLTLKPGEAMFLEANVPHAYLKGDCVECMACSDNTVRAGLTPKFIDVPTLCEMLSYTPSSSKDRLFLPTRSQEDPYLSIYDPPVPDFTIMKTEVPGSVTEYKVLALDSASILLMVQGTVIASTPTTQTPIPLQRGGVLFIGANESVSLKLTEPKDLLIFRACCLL
Diaph act CS = counter-screen for diaphorase-based assays: diaphorase activators and chemical reducers. actives 0.005% (n = 190,000). AID 1229. activation factor at 20 µM. Diaphorase/resazurin coupled assay, resorufin fluorescence, 16 min; stronger effect = higher value; 1 = vehicle wells, 0 = NADH-free wells;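 active = diaphorase activity raised at least twofold by the compound at 20 µM; inactive = activation factor below 2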
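Assay system: Purified diaphorase enzyme from Clostridium kluyveri | Amount: Enzyme 0.07 U/mL final | Dosing: Compound 20 µM once, DMSO 1% | Timing: 16 min reaction at room temperature | Detection: Fluorescence, excitation 544 nm and emission 590 nm | Evaluation: Higher resorufin formation from activation or reduction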
PPARg SRC1 recr = agonists of human PPARgamma SRC-1 coactivator recruitment. activation, % at 8 µM. PPARgamma-SRC-1 coactivator recruitment biochemical assay. actives 0.41% (n = 200,000); in the data active = activation above about 19%;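 note: 0% = DMSO and 100% = reference agonist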
PMI act hi M6P = PMI (human) activation, high substrate | P34949 | coupled PMI enzyme assay, resazurin fluorescence, 20 min; stronger effect = higher value; 1 = untreated enzyme, 0 = substrate-free blank | activation factor at 20 µM | actives 0.34% (n = 190,000);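 active = activation factor of 2 or more at 20 µM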
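Material: human phosphomannose isomerase with PGI, G6PDH, diaphorase coupling enzymes; amount: PMI at 15 ng/mL final; also added: Mannose-6-phosphate 1.0 mM (near-saturating) plus 0.22 mM NADP+; incubation: enzyme reaction with compound 20 min at room temperature; signal: resorufin fluorescence (Ex 544/Em 590 nm) from resazurin via diaphorase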
ROMK mod = human ROMK K+ channel modulation, primary screen; P48048; Tet-inducible ROMK, thallium flux fluorescence; actives lie on both sides; B-score at 10 µM; actives 2% (n = 130,000);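 active = signal ratio slope over the read window, or its plate-corrected B-score, at least 3 SD from the plate mean, either direction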;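 note: B-score of the F/F0 ratio slope over 7 to 12 s after thallium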
SRC2 TRFRET art = counter-screen for PPARgamma SRC-2 recruitment agonists: TR-FRET artefact; stronger effect = higher value; TR-FRET ratio at 8 µM; actives 0.4% (n = 200,000); in the data active = TR-FRET ratio above about 2000; note: inactives centre near 1500
PPARg SRC-2 ag = agonists of SRC-2 recruitment by human PPARgamma | P37231 | PPARgamma LBD-SRC-2 recruitment, biochemical | activation, % at 8 µM | actives 0.34% (n = 200,000) | AID 1032; in the data active = activation above about 22%;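 note: 0% = vehicle and 100% = reference agonist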
Numbers without * were called inactive; . = no result given.

cpd	SMILES	Diaphorase inh	S1P3 antagonist	G6PDH CS	PPARg SRC-3 ag	PMI act	Diaph act CS	PPARg SRC1 recr	PMI act hi M6P	ROMK mod	SRC2 TRFRET art	PPARg SRC-2 ag
1	CCc1cccc(CC)c1NC(=O)c1cccc(N)c1	3	.	2	5	1.1	1	-3	1	0.6	1621	0
2	COc1oc(-c2ccccc2C)nc1C(F)(F)F	18	.	8	-4	1	0.8	2	1	.	1721	2
3	COC(=O)CNC(=O)c1c(-c2c(Cl)cccc2Cl)noc1C	0	.	5	6	1	1	1	1.1	0.24	1571	1
4	CCN1C(=O)C(CC(=O)Nc2cc(C)ccc2C)SC1=Nc1ccc(S(N)(=O)=O)cc1 (stereo not given)	-1	.	-2	2	1.1	1	0	1.1	-0.61	1533	-9
5	Cc1ccc(NC(=O)CSc2ncn[nH]2)cc1	12	-5	9	-2	1.1	0.9	-4	1.1	0.041	1760	7
6	NC(=O)c1oc2ccccc2c1NC(=O)C1CCCCC1	14	-3	6	4	0.8	0.9	3	0.8	.	1460	11
7	Clc1cccc(/C=N\Nc2nccs2)c1	24	.	-4	9	1	0.8	4	1	0.29	1549	9
8	COC(=O)CCSCc1cn2cc(Cl)ccc2n1	20	-32	-14	-9	1	0.8	-2	1.2	.	1394	0
9	COc1ccc(C(=O)Nc2cccc(-c3nc4ncccc4o3)c2C)cc1OC	5	18	-20	6	0.9	0.9	-3	1	-0.47	1463	2
10	O=C(C1COc2ccccc2O1)N1CCN(c2ccccc2)CC1 (stereo not given)	13	5	6	-4	1	0.9	-4	1	.	1529	1
11	Cc1noc(C)c1COc1ncnc2ccccc12	10	-3	2	0	1.1	0.9	6	1	1	1501	3
12	CC1=C(C(=O)NC2CCCCC2C)C2(CCC(C)CC2)OC1=O (stereo not given)	10	8	-13	0	0.9	0.9	-2	0.9	.	1474	-8
13	O=C(CSc1nc2ccccc2s1)N/N=C/c1ccc(C(=O)O)cc1	5	-4	4	1	1.1	1	2	1	0.098	1465	-2
14	O=C(Nc1nnc(SCc2ccccc2)s1)c1cccc([N+](=O)[O-])c1	39	-9	-46	8	0.8	0.6	8	0.8	.	1575	1
15	CCOc1ccccc1CNCCOC	-1	-7	1	1	1.1	1	3	1	0.9	1445	-3
16	Fc1cccc(Cl)c1/C=N/Nc1c(Cl)cncc1Cl	10	19	-9	2	0.9	0.9	4	0.9	-0.05	1580	8
17	CC1CCCN(c2ccc(C(=O)NCc3ccc4c(c3)OCO4)cc2[N+](=O)[O-])C1 (stereo not given)	20	-20	-10	-3	0.9	0.8	-6	1	.	1420	-3
18	O=C(CSc1ccc(-c2ccco2)nn1)N1CCCCC1	40	-8	2	1	1	0.6	-3	0.8	0.71	1554	8
19	CCOc1ccc(NC(=O)C2CCN(C(=O)NC3CCCCC3)CC2)cc1	-2	.	-3	5	1.2	1	-1	1.1	.	1572	5
20	OC1CN=C2C=CC=CN2C1 (stereo not given)	-2	-18	9	-5	1.1	1	7	0.9	.	1547	4
21	O=C(O)CCc1nc2cccnc2n1Cc1ccccc1	9	-17	4	-8	1	0.9	11	1	-0.42	1679	-6
22	CCCNC(=O)CSC1=N/C(=C/c2ccc(F)cc2)C(=O)N1CC	11	4	3	0	1	0.9	3	1	-0.54	1493	-3
23	CC(C)CN1C(=O)c2ccc(C(=O)NCc3ccc4c(c3)OCO4)cc2C1=O	4	.	1	-6	1	1	4	1	0.0059	1499	5
24	CCOC(=O)Cn1nnc(-c2ccc([N+](=O)[O-])cc2)n1	2	1	8	6	0.9	1	-3	0.9	1	1327	11
25	CC1CCN(C(=O)CSc2nnc(Cc3ccccc3)o2)CC1	7	-21	0	1	0.9	0.9	1	1	.	1649	5
26	Cc1ccc(Cl)cc1N(Cc1ccc(C(=O)NCc2cccnc2)cc1)S(=O)(=O)c1ccccc1	13	.	0	-2	0.9	0.9	4	1	.	1581	-9
27	Cc1cccc(C(=O)Nc2cccc(Br)c2)c1[N+](=O)[O-]	35	-13	10	3	0.9	0.6	-4	1	0.056	1503	1
28	CCOC(=O)c1cc(-c2ccccc2)n(CC(=O)Nc2ccc(OCC)cc2)c1C	8	-1	-7	-3	1	0.9	-6	1	0.8	1544	4
29	COc1cccc2cc(C(=O)N(Cc3cccs3)CC3CCCO3)c(=O)oc12 (stereo not given)	15	-8	19	-3	0.9	0.9	0	0.9	0.013	1483	2
30	CCc1cccc(NC(=O)C2CCN(S(=O)(=O)c3c(C)noc3C)CC2)c1	8	11	2	-1	1.1	0.9	6	1	0.22	1544	10

Reprinted from the results shown for reference:
cpd	SMILES	Diaphorase inh	S1P3 antagonist	G6PDH CS	PPARg SRC-3 ag	PMI act	Diaph act CS	PPARg SRC1 recr	PMI act hi M6P	ROMK mod	SRC2 TRFRET art	PPARg SRC-2 ag
16	Fc1cccc(Cl)c1/C=N/Nc1c(Cl)cncc1Cl	10	19	-9	2	0.9	0.9	4	0.9	-0.05	1580	8
17	CC1CCCN(c2ccc(C(=O)NCc3ccc4c(c3)OCO4)cc2[N+](=O)[O-])C1 (stereo not given)	20	-20	-10	-3	0.9	0.8	-6	1	.	1420	-3
18	O=C(CSc1ccc(-c2ccco2)nn1)N1CCCCC1	40	-8	2	1	1	0.6	-3	0.8	0.71	1554	8
19	CCOc1ccc(NC(=O)C2CCN(C(=O)NC3CCCCC3)CC2)cc1	-2	.	-3	5	1.2	1	-1	1.1	.	1572	5
20	OC1CN=C2C=CC=CN2C1 (stereo not given)	-2	-18	9	-5	1.1	1	7	0.9	.	1547	4
21	O=C(O)CCc1nc2cccnc2n1Cc1ccccc1	9	-17	4	-8	1	0.9	11	1	-0.42	1679	-6
22	CCCNC(=O)CSC1=N/C(=C/c2ccc(F)cc2)C(=O)N1CC	11	4	3	0	1	0.9	3	1	-0.54	1493	-3
23	CC(C)CN1C(=O)c2ccc(C(=O)NCc3ccc4c(c3)OCO4)cc2C1=O	4	.	1	-6	1	1	4	1	0.0059	1499	5

Other results
cpd	SMILES	Diaphorase inh	S1P3 antagonist	G6PDH CS	PPARg SRC-3 ag	PMI act	Diaph act CS	PPARg SRC1 recr	PMI act hi M6P	ROMK mod	SRC2 TRFRET art	PPARg SRC-2 ag
31	Cc1ccc(Cn2nnc3c(=O)n(Cc4cc(C)ccc4C)cnc32)cc1	10	-13	-7	9	1	0.9	-1	1	-0.62	1531	4
32	COC(C(=O)Nc1c(F)cccc1F)c1ccccc1 (stereo not given)	0	-4	7	-4	1.1	1	4	1.1	-1.3	1318	-10
33	Cc1cccc(C(=O)NCCN2CCN(c3ccccc3)CC2)c1	6	-25	8	0	0.8	0.9	2	1	-0.19	1568	-8
34	O=C(Oc1ccccc1)n1c(=S)oc2ccccc21	13	4	-5	5	0.9	0.9	-2	1	.	1473	-5
35	O=C(CSc1nc2ccccc2o1)NCc1ccco1	26	11	4	3	0.9	0.7	5	0.9	.	1508	2
36	CCOc1cc(NC(=S)NCCCN2CCOCC2)c(OCC)cc1NC(=O)c1ccc(C)cc1	-11	-7	20	1	0.9	1.1	3	0.5	.	1504	7
37	O=C1OC(c2ccc(Cl)cc2)=N/C1=C\c1cccnc1	12	.	10	1	1	0.9	6	0.9	0.02	1602	10
38	CCCCC1CCC(C(=O)NCc2ccc3c(c2)OCO3)CC1 (stereo not given)	9	.	-1	-2	1	0.9	-1	1	0.69	1377	4
39	CC(C)(SC(=S)N1CCCCCC1)C(=O)O	-10	2	14	1	1	1.1	-5	1.1	0.42	1565	1
40	Cc1c(/C=N/NC(=O)C(NC(=O)c2ccc3c(c2)OCO3)C(C)C)c2ccccc2n1C (stereo not given)	21	-3	4	0	0.9	0.8	2	0.9	1.6*	1453	-5
41	Cc1ccc(OCCOC(=O)c2nc3nccc(C)n3n2)cc1	2	-13	-4	-7	1	1	-5	1	0.041	1527	-12
42	COc1cccc(CNC(=O)Nc2cccs2)c1	23	-3	10	-1	1.1	0.8	3	1.1	.	1368	9
43	COc1ccccc1NC(=O)CSc1nnc(C)n1CC1CCCO1 (stereo not given)	-24	.	10	-10	1.3	1.2	-2	1.3	1.2	1529	-13
44	Cc1nc(SCc2ccc(Cl)c(Cl)c2)ncc1C(=O)O	8	-26	2	3	1	0.9	2	1	-2.7	1604	7
45	O=C(NCCc1ccccn1)c1ccc(COc2ccccc2)o1	15	23	22	-2	0.9	0.9	2	1	.	1543	4
46	CCn1c(=O)n(CC)c2cc(N)ccc21	75*	-56	10	3	0.2	0.3	7	0.2	0.34	1592	7
47	CCOc1cc(N2CCOCC2)c(OCC)cc1NC(=O)c1ccc(C)s1	15	3	2	9	0.9	0.8	6	0.7	-0.55	1858	4
